DAX1 inh-1: inhibitors of DAX1 repression of SF-1 activated StAR promoter. HEK293T StAR-luciferase reporter, SF-1/DAX-1 repression relief. inhibition, % at 6.8 µM. AID 652010. hit rate 1.1% among 370,000;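 active = inhibition above the mean over all tested compounds plus 3 SD, cut at about 3.6% in these data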;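 note: 0% = DAX-1 cells with DMSO and 100% = cells lacking DAX-1 with DMSO; higher inhibition means more luminescence from relief of DAX-1 repression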
ADAM10 inh: inhibitors of human ADAM10; recombinant ADAM10, EDANS/DABCYL FRET peptide cleavage, 3 h; inhibition, % at 7 µM; hit rate 0.62% among 370,000; AID 720582;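 active = inhibition above a per-campaign cutoff equal to the mean of compounds falling between control-based bounds plus 3 SD, cut at about 20% in these data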;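 note: 0% = DMSO wells while the 100% control is not disclosed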
DAX1 inh-2: inhibitors of human orphan nuclear receptor DAX1 (NR0B1); P51843; HEK293 Gal4-DAX1 luciferase reporter, luminescence; inhibition, % at 6.75 µM; hit rate 0.99% among 340,000; AID 504766;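 active = inhibition above the mean over all tested compounds plus 3 SD, cut at about 4.2% in these data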;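 note: 0% = DAX1-transfected cells with DMSO and 100% = empty-vector control cells with DMSO; inhibition shows as a rise in luminescence from relieved DAX1 repression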
Target sequence (P51843 207-470 limits assumed): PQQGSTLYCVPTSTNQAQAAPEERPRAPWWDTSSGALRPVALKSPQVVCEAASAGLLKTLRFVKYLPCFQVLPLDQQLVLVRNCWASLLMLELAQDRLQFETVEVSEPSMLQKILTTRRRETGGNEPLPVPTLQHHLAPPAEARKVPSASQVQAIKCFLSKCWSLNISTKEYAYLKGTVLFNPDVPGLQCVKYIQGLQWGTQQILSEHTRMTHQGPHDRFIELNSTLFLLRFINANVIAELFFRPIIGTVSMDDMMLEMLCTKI
hgDAF-12 ag: agonists of H. glycines DAF-12 nuclear receptor | HEK293 GAL4-hgDAF12 UAS-luciferase reporter, agonist luminescence; normalized to butyrate control | activation, % at 6.8 µM | hit rate 1.8% among 370,000 | AID 687014;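 active = activation above a cutoff set at the mean of all screened compounds plus 3 SD, cut at about 10% in these data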;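 note: 0% = DMSO wells and 100% = sodium butyrate wells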
PG9 Ab binder: PG9 antibody binding by small molecule | hit rate 0.43% among 360,000 | inhibition, % at 6.7 µM | TR-FRET gp120-PG9 antibody binding; in the data active = inhibition above about 8.5%
ssDAF12 agonist: activates DAF-12 receptor from parasite S. stercoralis | HEK293 ssDAF-12/GRIP1 lit1-tk-luc reporter, luminescence; % of 3 µM dafachronic acid response | activation, % at 6.8 µM | hit rate 1% among 370,000 | AID 652126;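 active = activation above the mean over all tested compounds plus 3 SD, cut at about 0.9% in these data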;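 note: 0% = DMSO-only wells and 100% = 3 µM delta7-dafachronic acid wells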
GAA850 FXN act: activators of GAA850 frataxin (FXN) promoter. activation, % at 6 µM. hit rate 0.56% among 360,000. HEK293 lucGAA850 FXN promoter luciferase reporter, 24 h; percent of 10 µM SAHA response. AID 540364;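 active = activation above the average of all compounds screened plus 3 SD, cutoff fixed separately per campaign, cut at about 7.5% in these data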;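 note: 0% = DMSO wells and 100% = 10 µM SAHA wells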
ADAM17 inh: inhibits human ADAM17; inhibition, % at 6.95 µM; hit rate 0.83% among 370,000; recombinant ADAM17, EDANS/DABCYL FRET peptide cleavage; P78536;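 active = inhibition above the mean of compounds lying between control limits plus 3 SD, set per campaign, cut at about 8.5% in these data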;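 note: 0% = DMSO-only wells as the low control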
Target sequence (P78536 215-824 limits assumed): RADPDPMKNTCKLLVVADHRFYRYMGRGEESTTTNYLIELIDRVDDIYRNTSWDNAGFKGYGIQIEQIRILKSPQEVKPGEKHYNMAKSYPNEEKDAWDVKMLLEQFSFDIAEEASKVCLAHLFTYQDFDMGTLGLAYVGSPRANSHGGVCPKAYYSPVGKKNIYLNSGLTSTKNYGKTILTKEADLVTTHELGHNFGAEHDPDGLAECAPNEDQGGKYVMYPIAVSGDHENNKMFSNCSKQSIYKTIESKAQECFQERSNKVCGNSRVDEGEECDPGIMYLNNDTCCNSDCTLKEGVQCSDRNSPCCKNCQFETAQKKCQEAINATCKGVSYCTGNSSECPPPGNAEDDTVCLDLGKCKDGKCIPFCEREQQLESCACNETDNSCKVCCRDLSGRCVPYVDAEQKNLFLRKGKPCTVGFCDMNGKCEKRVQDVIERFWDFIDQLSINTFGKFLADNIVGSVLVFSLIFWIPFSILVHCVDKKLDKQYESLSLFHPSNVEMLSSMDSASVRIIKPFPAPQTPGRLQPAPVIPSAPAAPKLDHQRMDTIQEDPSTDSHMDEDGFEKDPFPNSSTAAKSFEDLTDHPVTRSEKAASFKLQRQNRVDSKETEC
hcDAF12 agonist: activators of H. contortus DAF-12 nuclear receptor. AID 652067. activation, % at 6.8 µM. HEK293 hcDAF-12 lit1-tk-luc reporter, luminescence; 0% DMSO, 100% Δ7-dafachronic acid. hit rate 1.4% among 370,000;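 active = activation above the mean of all tested compounds plus 3 SD, cut at about 5.5% in these data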;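 note: 100% = response to 3 µM Δ7-dafachronic acid high control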
GC-A act: GC-A (human) enzyme activation; hit rate 0.14% among 370,000; P16066; HEK293 GC-A cells, cGMP TR-FRET, EC30 ANP; 0% at EC30 ANP, 100% saturating ANP; activation, % at 10 µM; AID 1671463; in the data active = activation above about 40%
SMARCA2 act: SMARCA2 function activation, primary screen | MG213 cells, MMTV-luciferase reporter, dexamethasone, overnight | activation, % at 9.1 µM | hit rate 1% among 370,000 | AID 652017; in the data active = activation above about 7.8%;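 note: 0% = vehicle wells and 100% = reference activator wells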
The depositor's hits bear a star; i = inactive; . = not tested or not shown.

SMILES	DAX1 inh-1	ADAM10 inh	DAX1 inh-2	hgDAF-12 ag	PG9 Ab binder	ssDAF12 agonist	GAA850 FXN act	ADAM17 inh	hcDAF12 agonist	GC-A act	SMARCA2 act
CSCCC(NC(=O)c1ccc(Cl)cc1Cl)C(=O)NNC(=O)c1ccncc1 (centres undefined)	-0.7	-7	0.3	1.0	-0.7	-2.1	1.4	-2	-0.7	1	1
COc1ccc(C2CC(=O)N3CN(Cc4ccco4)CSC3=C2C#N)cc1 (centres undefined)	-0.4	-5	0.5	-1.3	1.8	-1.6	-1.1	-3	-0.2	1	-1
Cc1ccc([N+](=O)[O-])cc1S(=O)(=O)N1CCCCC1C(=O)O (centres undefined)	0.4	-3	2.4	0.7	-0.8	-0.9	-0.5	-1	-0.6	3	4
Cc1cccc(CSc2ncccc2C(=O)O)c1	0.4	2	0.6	3.4	-2.7	-1.5	2.0	2	-0.6	4	1
CCSc1nc(-c2ccccc2)c(C#N)c(=O)[nH]1	0.7	-2	-0.8	-0.2	9.5*	-1.4	0.0	-6	-1.4	1	-1
COc1ccc2[nH]cc(CCNC(=O)Nc3ccccc3)c2c1	-0.6	-1	-1.0	-0.2	-0.8	-0.9	1.4	-7	-3.1	-2	-2
COc1ccc(S(=O)(=O)NCC(=O)O)cc1C(=O)NC1CCCCC1	0.0	3	-0.1	1.6	-0.2	-0.9	-0.1	6	1.9	5	-1
COc1ccc2nc3c(cc2c1)c(NC(=O)CC(C)C)nn3CC(C)C	-0.5	-35	-0.3	-4.8	-0.5	-1.1	-0.5	-14	1.7	11	0
O=S(=O)(c1cnc(Cl)c(Cl)c1)N1CCN(c2ncccn2)CC1	-0.7	1	1.1	-1.0	0.8	-1.0	1.0	-1	-1.1	-1	3
C=CCSc1nc2c(c(=O)[nH]c(=O)n2C)n1C(C)C	0.1	6	-0.2	-2.5	-2.4	-1.2	5.4	2	-1.5	4	1
Cc1nc2cc(NS(=O)(=O)c3c(C)c(C)cc(C)c3C)ccc2s1	-2.3	8	-1.9	-4.0	-2.0	-1.7	-1.5	4	-2.4	-30	-5
COC(=O)c1cc(OC)nc(OC)c1	-0.1	-3	1.6	-0.7	0.6	-1.9	0.8	-5	-1.4	-1	-3
c1ccc(-c2ccc3nncn3c2)cc1	-0.3	-10	.	0.3	-1.1	-1.6	1.4	-2	-0.5	4	-2
O=C(C[n+]1ccc(-c2nnc3n2CCC3)cc1)c1ccc(Cl)cc1	-0.4	-66	-0.4	0.6	0.8	-0.8	1.0	-15	-1.5	-3	-2
O=C1CCC(CCC(=O)N2CCCC(C(=O)c3cccc(C(F)(F)F)c3)C2)=NN1 (centres undefined)	-0.6	-2	1.4	-0.8	-1.7	-1.4	0.4	-1	-1.1	2	1
CCOC(=O)N/C(N)=N/c1nc2ccccc2s1	4.2*	6	0.4	11*	-0.7	0.2	3.6	2	7.0*	19	9.9*
CC(NC(=O)Nc1ccc(Cl)c(Cl)c1)C(c1ccccc1)N1CCOCC1 (centres undefined)	0.0	13	-1.1	-0.4	0.5	-1.7	0.7	7	-0.2	-9	-4
CCN1C(=O)/C(=C/N(C)c2ccccc2)OC1=S	1.2	3	0.1	0.8	0.4	-1.4	2.5	3	-3.1	0	3
Cc1ccc(C(=O)OCC(=O)c2c[nH]c3ccccc23)cc1S(=O)(=O)N1CCOCC1	-1.1	-3	-2.0	1.5	0.8	0.4	0.1	10.0*	2.5	0	-2
CC[C@]12c3[nH]c4cc(-c5ccco5)ccc4c3CCN1C(=O)[C@@H](CC(=O)NCc1ccc(OC)c(OC)c1)C[C@@H]2C(=O)N1CCN(C(=O)c2ccco2)CC1	-0.9	-263	-1.3	-2.8	-0.8	-0.9	-5.1	-74	-0.5	2	0
Cn1cnnc1SCCNS(=O)(=O)c1ccccc1	-0.7	-3	0.9	-2.3	0.8	-0.7	3.8	-2	-0.4	2	-2
Cc1cc(NS(=O)(=O)c2ccc(NC(=O)CSc3nnc(-c4ccncc4)n3Cc3ccco3)cc2)nc(C)n1	-0.2	-9	.	0.9	.	-1.2	.	-5	-0.8	1	-5
Cc1cc(C)c2cc(CN(Cc3nnnn3C3CCCCC3)CC3CCCO3)c(=O)[nH]c2c1 (centres undefined)	1.1	-21	-1.3	-2.9	-1.5	-1.1	-0.4	-7	-1.2	-12	1
COc1ccc(S(=O)(=O)Nc2ccccc2)cc1OC	0.0	4	-1.4	0.7	-1.1	-1.0	-0.7	-1	-1.8	1	1
O=S(=O)(NC1CCSc2ccccc21)c1ccc(Cl)nc1 (centres undefined)	-0.2	-2	2.5	-1.4	1.1	-0.9	-0.3	-1	-1.4	-6	-3
Cc1ccc(C(=O)N/C(=C/C=C/c2ccccc2)C(=O)NCc2ccco2)cc1	0.1	7	-0.7	-0.7	-2.9	-1.1	2.7	6	-1.1	-10	-2
O=C(CSc1ccc2nnc(-c3ccccn3)n2n1)Nc1ccc(F)cc1	-0.9	10	0.3	-1.6	-1.3	-0.9	0.0	-4	-1.6	-1	1
O=C(O)c1cc([N+](=O)[O-])cc2c1C=Cc1ccccc1O2	0.0	2	2.5	1.7	0.1	-0.3	-2.7	-1	3.4	2	1
O=C(O)c1cc(-c2ccccc2)nc2nc(N3CCCCC3)sc12	0.6	i	.	-1.0	-1.1	-0.6	.	i	2.3	0	2
Cc1cc(C(=O)NCc2ccccc2)no1	0.2	8	1.2	1.9	-0.7	-0.2	1.9	-6	-0.1	1	-1

Quoted from the listing.
Reading of O=C(O)c1cc(-c2ccccc2)nc2nc(N3CCCCC3)sc12 under hgDAF-12 ag: -1.0
Reading of c1ccc(-c2ccc3nncn3c2)cc1 under GC-A act: 4

The list continues:
SMILES	DAX1 inh-1	ADAM10 inh	DAX1 inh-2	hgDAF-12 ag	PG9 Ab binder	ssDAF12 agonist	GAA850 FXN act	ADAM17 inh	hcDAF12 agonist	GC-A act	SMARCA2 act
O=c1[nH]c(SCc2ccccc2)nc2[nH]ncc12	-0.1	-7	-0.5	0.8	0.7	-1.0	4.3	-1	0.1	-1	0
O=C(CCS(=O)(=O)c1ccccc1)Nc1ccc(Cl)c(Cl)c1	-0.2	-3	.	5.0	.	-1.3	.	6	0.3	-1	2
O=C(Nc1nnc(-c2ccc3c(c2)CCCC3)o1)c1c(F)cccc1F	-1.1	4	-0.7	-5.6	-0.4	-2.0	-5.1	-5	-3.6	-2	-4
COc1cc(OC)cc(-c2nc(-c3ccccc3OC)no2)c1	-0.2	-2	-1.0	-1.0	3.2	-0.8	0.8	-4	-1.8	1	-2
O=C1NC[C@@H](CCCCN2CCN(Cc3ccccc3)C(=O)C2=O)N(CC2CCCCC2)C1=O	0.8	-13	.	3.2	-1.3	-0.9	.	-3	-0.6	2	-2
Cc1cc(C)cc(NC(=O)N2CCCN(c3c(Cl)cncc3Cl)CC2)c1	0.3	-6	-0.7	2.5	0.0	1.8*	0.3	-3	5.1	-9	-2
Cc1cc(C(=O)N(NC(=O)C(C)C)c2ccccc2)cs1	0.1	1	-0.2	-0.6	-1.4	0.2	1.2	1	-0.4	-2	1
COc1ccc(-n2ccnc2SCC(=O)NCc2ccc3c(c2)OCO3)cc1	-1.2	-2	0.5	-1.1	3.7	-1.4	-2.2	-6	-1.2	-7	-1
Cc1nc2scc(-c3cccs3)c2c(=O)[nH]1	-0.7	-3	-0.1	-2.3	-0.2	-1.5	1.9	-4	-1.3	5	-1
O=C(Nc1ccccc1C(=O)N1CCCCC1)c1cccc(S(=O)(=O)N2CCOCC2)c1	0.7	2	-0.2	0.4	0.4	-1.3	-2.9	-3	-1.2	2	-4
CN(CCOc1ccc(Cl)cc1)CC(=O)Nc1ccc(OC(F)F)cc1	0.0	16	2.3	0.1	1.1	-0.8	0.1	2	-0.9	-3	1
COn1c(=S)[nH]c2ccccc2c1=O	0.3	12	0.1	-1.6	-2.2	-1.0	3.1	-2	-0.5	0	-1
CC1=NN(c2ccccc2)C(=O)C1C(=S)SC1CC(=O)NC1=O (centres undefined)	0.0	-4	-0.9	2.3	1.9	0.2	2.4	1	3.8	5	1
Cn1nc(C(F)(F)F)c2cc(C(=O)Nc3ccc(Cl)cc3)sc21	0.7	4	0.3	-1.5	-0.1	-1.2	-1.9	4	-2.2	2	1
O=C(CCCN1C(=O)/C(=C/c2cccs2)SC1=S)NNC(=O)c1ccc(F)cc1	-0.5	-14	-0.8	-2.0	-0.4	-0.9	-1.1	2	-1.2	-23	-2
Cc1cccc(C(=O)N2CCc3cc(-c4csc(NC(=O)CN5CCCC5)n4)ccc32)c1	-0.7	1	-2.9	1.1	-2.7	-1.3	-1.1	0	-1.3	2	0
O=C1NC[C@@H](Cc2ccc(O)cc2)N(CC2CCCCC2)C1=O	-0.2	5	0.4	3.2	-0.9	-0.9	0.6	-1	0.0	7	1
Cc1ccc(CNC(=O)c2ccc(CNc3c(N4CCCC4)c(=O)c3=O)cc2)cc1	-1.6	-12	0.7	0.4	1.1	-0.7	0.4	-3	0.6	2	3
Cc1cccc(N2C(=O)/C(=C\c3ccc(C(=O)O)cc3)c3ccccc3C2=O)c1	0.0	4	-0.2	0.2	-2.1	-0.6	0.7	-4	-1.0	5	1
Cc1nc(-c2ccccc2)sc1-c1ccn[nH]1	9.2*	i	3.1	14*	-0.1	0.2	5.0	-241	8.8*	0	12*
COc1ccc(CNCCC2(C(C)C)CCOC(C)(C)C2)cc1 (centres undefined)	-0.1	16	1.8	-0.7	-0.9	-0.7	-0.9	-2	-1.4	3	-2
CCCN(CC(=O)Nc1ccccc1OC)C(=O)Cc1ccccc1F	0.0	-1	-0.3	-1.6	-2.0	-0.1	1.3	3	-2.8	1	-2
Cc1ccccc1CN1CCCCC(NC(=O)c2cc(-c3ccccc3)no2)C1=O (centres undefined)	-2.5	5	.	-0.7	.	-1.3	.	1	-1.4	5	-3
CC1CC(Nc2ccccc2)c2ccccc2N1C(=O)c1ccccc1F (centres undefined)	-0.3	3	1.1	-1.3	-0.9	-1.4	-3.9	0	-0.9	-11	1
COCCN(Cc1nnc(-c2cccs2)o1)C(=O)CN1C(=O)NC2(CCCCC2)C1=O	0.4	0	0.5	-4.8	2.4	-0.6	1.2	-3	-1.8	-6	-3
COc1cccc(C(=O)NCC(=O)N2CCN(c3ccc(C(F)(F)F)cn3)CC2)c1	-2.8	-26	-0.4	-4.1	-1.6	-1.3	1.1	-5	-0.6	0	-4
CC(/C=C1\N=C(SCc2ccccc2)SC1=O)=C\c1ccccc1	0.2	-7	-0.1	1.5	0.1	-0.9	-1.1	-4	2.1	2	0
CCOc1ccc(/C=N/NC(=O)CN2CCCCCCC2)cc1	0.9	-8	0.3	-3.8	0.9	-0.1	-0.6	3	-0.8	3	-2
Cc1ccc(/C=C2/C(=O)N(c3ccccc3)C(=S)N2C)o1	0.4	0	-0.9	-1.2	-2.4	-1.7	1.1	1	0.2	4	0
Cc1cccc(-c2noc(-c3ccc4c(c3)OCO4)n2)c1	4.8*	-5	-0.6	13*	-2.0	-0.2	3.1	-5	3.5	5	1
